FBW7 act: FBW7 E3 ligase activators, primary screen, biochemical, AlphaScreen, human; AlphaScreen FBW7–phospho-cyclin E peptide binding, activator screen; normalized activity (activation), % at 26.1 µM; 650,000 compounds, 0.13% hits; in the data active = normalized activity above about 1.9%;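 also: purified mutant Fbw7 with reduced substrate affinity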
TEAD-YAP block: TEAD-YAP interaction inhibition, primary screen, TEAD-YAP interaction inhibitor project, luminescence, HEK-TIYL cells; inhibition, % at 9.12 µM; 640,000 compounds, 1.4% hits; AID 1259422, 2018; TEAD-Gal4/YAP UAS-luciferase luminescence; in the data active = inhibition above about 32%;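 also: 0% = median of test compound wells and 100% = reference inhibitor wells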
GPR151 activ: activators of human GPR151, primary screen, cell-based, PathHunter beta-arrestin, luminescence; G-protein coupled receptor 151 (Homo sapiens), Q8TDV0; PathHunter beta-arrestin GPR151 cells; activation, % at 11.2 µM; 650,000 compounds, 1% hits; AID 1508602, 2020; in the data active = activation above about 4.9%;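 also: 0% = median of compound wells and 100% = cells with positive control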
Target sequence (Q8TDV0 whole entry, looked up): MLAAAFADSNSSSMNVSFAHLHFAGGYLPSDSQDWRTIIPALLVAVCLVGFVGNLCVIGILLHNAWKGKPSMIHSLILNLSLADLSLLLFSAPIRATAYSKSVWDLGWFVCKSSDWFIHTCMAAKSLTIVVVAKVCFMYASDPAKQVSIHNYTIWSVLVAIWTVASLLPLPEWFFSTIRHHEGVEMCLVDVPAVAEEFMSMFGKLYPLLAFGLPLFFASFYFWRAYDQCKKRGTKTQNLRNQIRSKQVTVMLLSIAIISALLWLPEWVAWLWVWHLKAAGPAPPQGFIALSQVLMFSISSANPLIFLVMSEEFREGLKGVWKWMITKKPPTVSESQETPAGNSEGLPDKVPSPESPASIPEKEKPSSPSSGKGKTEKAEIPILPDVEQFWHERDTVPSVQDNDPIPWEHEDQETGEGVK
MITF primary: MITF inhibitors, primary screen, biochemical, AlphaScreen, human | 650,000 compounds, 0.91% hits | AID 1259374, 2018 | Microphthalmia-associated transcription factor (Homo sapiens), O75030 | inhibition, % at 2.6 µM | AlphaScreen MITF homodimerization, bead proximity signal; in the data active = inhibition above about 50%;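 also: 0% = vehicle wells with protein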
Target sequence (O75030 whole entry, looked up): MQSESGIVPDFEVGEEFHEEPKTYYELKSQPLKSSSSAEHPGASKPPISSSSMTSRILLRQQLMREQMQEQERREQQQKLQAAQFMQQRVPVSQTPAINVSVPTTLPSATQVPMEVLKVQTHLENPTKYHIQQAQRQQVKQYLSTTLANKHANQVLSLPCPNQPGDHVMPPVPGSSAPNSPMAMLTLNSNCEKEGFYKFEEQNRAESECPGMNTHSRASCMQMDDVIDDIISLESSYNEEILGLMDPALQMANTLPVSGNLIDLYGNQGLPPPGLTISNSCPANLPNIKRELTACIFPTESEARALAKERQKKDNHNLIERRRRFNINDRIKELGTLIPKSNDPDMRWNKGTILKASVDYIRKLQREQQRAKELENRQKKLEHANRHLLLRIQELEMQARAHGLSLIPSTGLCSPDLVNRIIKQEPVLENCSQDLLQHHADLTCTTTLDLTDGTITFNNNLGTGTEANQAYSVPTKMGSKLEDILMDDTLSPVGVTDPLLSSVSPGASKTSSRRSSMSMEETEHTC
* = called active by the depositor.

SMILES	MITF primary	FBW7 act	TEAD-YAP block	GPR151 activ
Cc1ccccc1NC(=O)NC1(C(=O)NCCCN2CCCC2=O)CCCCC1	-1.7	0.0	-3.0	-0.2
CCOC(=O)C1=C(C)N=c2s/c(=C\c3cc(C)n(-c4sc(C)c(C)c4C#N)c3C)c(=O)n2C1c1c(OC)ccc2ccc(OC)cc12 (centres undefined)	9.3	0.3	-6.5	-0.7
CC(C)(C)c1ccc(C(=O)Nc2c3c(nn2-c2ccc(Cl)cc2)CSC3)cc1	2.5	0.0	6.6	-0.3
O=C(NCc1ccccc1)N1CCCC1c1nc(-c2cccnc2)n[nH]1 (centres undefined)	10.2	1.1	3.4	-0.5
O=C(O)CC(c1ccc(F)cc1)c1ccco1 (centres undefined)	4.6	0.1	10.5	1.8
C=CCNc1nc(C(=O)OCc2ccc(C#N)cc2)cs1	3.7	0.3	1.4	2.1
O=C(NNC(=O)c1cccc(Cl)c1)c1ccc(Cl)cc1	7.9	-0.1	-6.9	1.5
COc1ccc(CCNC(=O)c2cnc(-c3ccc(N4CCOCC4)nc3)s2)cc1	5.7	0.1	4.1	-1.0
Cc1ccc(C)n1-c1ccccc1-c1ccccc1N	8.4	0.1	-2.8	-1.0
COc1ccc(/C(O)=C2/C(=O)C(=O)N(CCCN(C)C)C2c2ccccc2)cc1 (centres undefined)	-7.3	0.0	1.0	-1.8
CC(C)C(=O)Nc1ccc(Cc2ccc(NC(=O)C(C)C)c(O)c2)cc1O	1.2	-0.2	2.6	-1.1
Cc1cccc(-c2nnc(C3CCNCC3)o2)c1	-1.6	0.0	-7.7	2.9
O=C(NNC(=S)NC(=O)c1ccc(F)cc1)c1cccnc1	-9.7	-0.6	-4.2	0.4
CCN1CCN(c2nc(-c3ccc(OC)cc3)nc3ccccc23)CC1	4.3	0.0	0.2	-1.4
COC(=O)c1c(NC(=O)c2cc(C)n(C)n2)sc2c1CC(C)(C)NC2(C)C	-7.5	-0.1	-0.8	-0.3
CCOc1ccccc1N(CC(=O)NCC1CCCO1)S(C)(=O)=O (centres undefined)	1.0	0.1	5.9	-0.8
COc1ccccc1C(C(=O)NC(C)(C)C)N(C(=O)c1csnn1)C1CC1 (centres undefined)	25.5	0.1	3.1	-0.3
CCCc1noc2c1C(=O)C(C(=O)OC)C(C)(C)C2 (centres undefined)	-5.4	-0.2	2.1	1.0
CCn1c(SCCCc2ccccc2)nc2c1c(=O)[nH]c(=O)n2C	-4.6	0.0	4.6	-0.1
COc1cc(NC(=O)C(Cc2ccccc2)n2cccc2)cc(OC)c1 (centres undefined)	17.9	0.3	10.0	0.5

Whole records from above.
Entry for COc1ccccc1C(C(=O)NC(C)(C)C)N(C(=O)c1csnn1)C1CC1 (centres undefined) = MITF primary = 25.5; FBW7 act = 0.1; TEAD-YAP block = 3.1; GPR151 activ = -0.3
Entry for COc1ccc(CCNC(=O)c2cnc(-c3ccc(N4CCOCC4)nc3)s2)cc1 = MITF primary = 5.7; FBW7 act = 0.1; TEAD-YAP block = 4.1; GPR151 activ = -1.0

(cont.)
SMILES	MITF primary	FBW7 act	TEAD-YAP block	GPR151 activ
COc1cc(C2Nc3ccc(C(=O)c4ccccc4)cc3NC3=C2C(=O)CC(C)(C)C3)cc(I)c1O (centres undefined)	-26.8	0.0	-20.3	-1.0
COCC(C)NC(=O)[C@H]1C[C@@H](c2ccco2)NS(=O)(=O)N1C (some centres undefined)	-3.5	0.1	4.7	1.6
CCCCCCCC1(C)NC(=O)N(c2ccccc2)N1 (centres undefined)	1.1	0.0	-4.0	1.2
O=C(COc1ccc(F)cc1)Nc1ccc(Cl)cc1Cl	-7.5	0.2	-47.8	-0.2
CCOc1cc(CN2CCN(c3ccccn3)CC2)ccc1O	28.9	0.0	3.1	-0.4
COc1ccc(CCNc2ncnc3sc(C(=O)NC(C)CO)c(C)c23)cc1OC (centres undefined)	-19.8	-0.1	-7.8	-1.2
Cc1ccc(N2C(=O)C3ON(c4ccccc4)C(c4ccc(N(C)C)cc4)C3C2=O)cc1 (centres undefined)	0.7	-0.1	3.0	1.5
CC(CC(=O)Nc1cccc2c1CCCC2)S(=O)(=O)c1ccc2c(c1)OCC(=O)N2 (centres undefined)	-7.2	0.1	-0.9	-0.8
CC(=O)c1ccc(NC(=O)c2ccc(Cc3ccc(C)cc3)o2)cc1	11.6	0.5	-1.2	-1.5
COC(=O)c1c(NC(NC(=O)c2ccccc2)(C(F)(F)F)C(F)(F)F)sc2c1CCCC2	7.6	0.1	3.7	0.0
Cc1cccc(OCC(=O)Nc2ccc(N3CCCCC3)cc2)c1C	-1.6	-0.4	3.7	2.0
N#Cc1ccc(NC(=O)COC(=O)/C=C/c2cccc(Br)c2)cc1	-4.9	-0.1	2.1	0.3
COc1ccc(-c2cnc3c(NCc4cccs4)nccn23)cc1OC	-14.7	-0.5	-1.9	-0.7
O=C(CNc1ccc(F)c(Cl)c1)NC1CCCCC1	-10.0	0.0	-28.9	-1.2
Cn1c(=O)c2c(ncn2Cc2ccc(Cl)cc2Cl)n(C)c1=O	13.5	0.0	15.6	-0.7
CCSc1nc2sccn2c(=O)c1C(=O)NCCCn1ccnc1	10.6	0.1	10.7	0.4
CC(c1ccccc1)C1Nc2ccccc2C(=O)N1c1ccc(Cl)cc1 (centres undefined)	10.5	0.1	-14.6	1.2
COc1ccc2cc(-c3cc(C(=O)OCC(N)=O)c4ccccc4n3)ccc2c1	6.2	0.3	-9.9	-0.7
CCC1CCCCN1C(=O)c1cn(-c2ccc(Cl)cc2)c(=O)c2ccccc12 (centres undefined)	-0.7	0.5	-4.2	-0.7
O=[N+]([O-])c1ccccc1OCCCCSc1ncccn1	5.7	0.0	-16.4	-0.2

Carrying on:
SMILES	MITF primary	FBW7 act	TEAD-YAP block	GPR151 activ
CCC(C)NCc1c(C(=O)O)n(Cc2ccc(OC)cc2)c2ccccc12 (centres undefined)	6.8	0.1	25.1	1.9
CCOc1ccc(NC(=O)c2ccc(Cl)cc2[N+](=O)[O-])cc1	-3.8	0.0	-1.2	0.9
CCOC(=O)c1c(NC(=O)CSc2nnc(CNC(=O)c3cccs3)n2-c2cccc(C(F)(F)F)c2)sc2c1CCC2	-6.1	0.0	-2.0	0.3
CCN1CCC(=O)N(CCN2CCCCC2)c2ccccc21	0.1	0.2	1.2	0.5
Cc1cc(C(=O)Nn2cnnc2)cs1	10.7	-0.1	11.5	-0.2
O=C(NC1C2CC3CC(C2)CC1C3)c1ccccc1F (centres undefined)	7.3	0.0	-1.7	0.5
COc1ccc(COn2c(=O)c(-c3ccc(OC)cc3OC)[n+]([O-])c3ccccc32)cc1	7.5	-0.4	7.5	-0.4
CCn1c(SCC(N)=O)nnc1-c1ccco1	-10.0	-0.1	7.9	-0.5
COC(=O)c1cccc(N2C(=O)C(Cl)=C(N3CCOCC3)C2=O)c1	28.0	0.3	11.3	0.3
O=C(CSc1nnc2[nH]c(=O)ccn12)Nc1cccc(Cl)c1	-7.2	0.0	-8.4	-1.3
COC(=O)C1(CCSC)NC(c2cccs2)C2C(=O)N(c3ccccc3)C(=O)C21 (centres undefined)	-3.0	1.0	2.9	2.9
CN(C)C(=O)C1C2NC(=S)N(c3ccc(F)cc3)C1(C)Oc1c(Cl)cc(Cl)cc12 (centres undefined)	36.4	-0.3	6.5	2.8
COC(=O)C1C(c2ccc(F)cc2)c2c([nH][nH]c2=O)CC1(C)O (centres undefined)	15.8	-0.1	-3.4	-0.2
CC(=O)C1=C(O)C(=O)N(Cc2cccnc2)C1c1ccc(C)cc1 (centres undefined)	6.8	0.1	-1.4	-0.8
COc1cc(N)c(Cl)cc1C(=O)OCC(=O)NC(C)C1CC2CCC1C2 (centres undefined)	-5.6	-0.1	-1.6	3.1
CCOC(=O)c1c(NC(=O)c2cccc(Cl)c2)sc(C(=O)Nc2ccccc2OCC)c1C	-3.8	-0.2	10.6	-0.1
O=S1(=O)N=CN(Cc2ccccc2)c2ccccc21	1.5	0.0	0.1	-1.7
O=C(NC1CC(=O)N(c2cccc(F)c2)C1)c1ccc2c(c1)OCO2 (centres undefined)	6.7	0.0	5.3	-0.4
Cc1ccc(-c2noc(-c3c[nH]c4ccc(F)cc4c3=O)n2)cc1C	0.4	0.0	-9.9	2.6
CC1(C)CC(=O)C2=C(C1)N(c1ccc(C(F)(F)F)cc1)C(=O)C2(O)C(F)(F)F (centres undefined)	19.2	0.0	5.6	-0.1

Next part
SMILES	MITF primary	FBW7 act	TEAD-YAP block	GPR151 activ
Nc1nc(SCC(=O)c2cc(F)ccc2F)n[nH]1	-0.6	-0.1	-1.0	1.4
CCn1nc(C)c(CNC(=O)COc2ccc(N3CCCC3)nn2)c1C	0.2	-0.1	-10.2	0.7
Cn1c(=O)c2c(nc(NCCCO)n2Cc2cccc(Cl)c2)n(C)c1=O	14.2	0.1	9.6	0.0
COc1ccccc1N(CC(=O)Nc1cccc(Cl)c1)S(C)(=O)=O	3.2	0.1	-3.7	1.0
Cc1ccc(-n2[nH]c(C)c(/C=N/NC(=O)c3ccc(Br)cc3)c2=O)cc1C	-1.4	-0.1	19.8	-1.3
CN(C)/C=C/C=C1\CCC/C(=C\N(C)C)C1=O	52.5*	-1.2	-14.3	0.5
O=C(CNS(=O)(=O)c1ccc(Cl)cc1)N/N=C/c1ccc(Cl)cc1Cl	-5.5	-0.1	3.0	0.5
C[C@@H]1NC(=O)[C@H]2CN(Cc3ccsc3)CCN2C1=O	-14.3	-0.1	1.1	0.5
O=C(c1ccc(N2CCN(c3ccccn3)CC2)c([N+](=O)[O-])c1)N1CCN(c2ccccn2)CC1	-0.2	-0.1	11.2	-1.9
O=C(CN1CCCC1)Nc1ccc(OC(F)(F)Cl)cc1	-3.1	0.0	-18.2	-1.2
COc1ccc(-c2cc3c(=O)n(CC(=O)NCCCN4CCCC4)ncn3n2)cc1	-4.7	-0.1	-25.3	-0.3
Cc1ccnc(Nc2ccc(N3CCN(C(=O)Nc4cccc(F)c4)CC3)nn2)c1	14.1	-1.3	-12.2	-0.5
Cc1cc([N+](=O)[O-])ccc1NC(=O)c1ccc(N2C(=O)C3C4C=CC(C4)C3C2=O)cc1 (centres undefined)	-0.4	0.0	2.9	0.2
O=C(COc1ccc(Br)cc1)Nc1ccc(F)c([N+](=O)[O-])c1	14.5	0.1	-13.4	1.4
O=S1(=O)CCC(NS(=O)(=O)c2ccc(S(=O)(=O)NC3CC3)cc2)C1 (centres undefined)	-5.6	1.2	-7.7	5.2*
CCOC(=O)C(C)Oc1cc2c(C(=O)OC)c(C)oc2cc1Br (centres undefined)	-0.1	0.1	13.9	0.1
O=C(N/N=C/c1ccccc1O)c1n[nH]c2c1CCCC2	4.0	-2.0	32.9*	-2.6
CCN(c1ccccc1)S(=O)(=O)c1cc2c3c(c1)CC(=O)N3CCC2	13.5	-0.1	7.4	-1.8
Cc1sc2nc(-c3cccnc3)nc(NCc3cccnc3)c2c1C	73.2*	0.0	68.1*	-1.8
CC(=O)c1cc(F)c(N2CCN(C(=O)c3ccc(Cl)cc3Cl)CC2)cc1C	2.7	0.0	15.0	1.9

The listing continues:
SMILES	MITF primary	FBW7 act	TEAD-YAP block	GPR151 activ
Cc1nn(Cc2ccccc2)c(C)c1C(=O)N1CCC2(CC1)NC(=O)c1ccccc1O2	-2.8	0.0	-5.2	0.1
C=CCN1C(=O)/C(=C\c2ccc(OCC(=O)Nc3ccccc3)cc2)C(C(=O)OC)=C1C	11.1	0.0	1.2	0.2
N/C(=N\OC(=O)C1CCCCC1)c1cccc(Br)c1	20.8	0.0	-7.3	-1.6
CCOC(=O)C1=C(O)/C(=C/N(C)C)SC1=Nc1cccc2ccccc12	18.1	0.3	-6.2	-1.2
COc1cc(C2CC(=O)n3nc(-c4ccc(F)cc4)nc3S2)cc(OC)c1OC (centres undefined)	11.8	0.1	8.2	-0.6
O=C1c2ccncc2C(=O)N1c1ccc(-c2nc3ccccc3o2)cc1	1.0	0.6	-12.6	-1.1
CCOc1ccc(CC(=NCCO)C2=C(O)CC(C)(C)CC2=O)cc1OCC	-1.1	-0.2	7.0	0.2
COc1ccccc1C(=O)NCc1nnc(SCC(=O)N2N=C(c3cccs3)CC2c2ccc(F)cc2)n1-c1cccc(C)c1C (centres undefined)	11.8	0.4	3.4	-0.5
N#Cc1c(-c2ccccc2)cc(-c2ccccc2)nc1Br	-7.9	-0.4	12.9	1.1
C=CCNC(=O)C(=O)NCC(CC)CCCC (centres undefined)	21.3	0.4	13.9	-1.6
CCOc1ccc(-n2c(=S)sc3c(=O)n(-c4ccccc4)c(SCC4OCCO4)nc32)cc1	-12.9	0.4	-10.8	-1.3
CC1=C(C(=O)Nc2ccc(C)cc2)C(c2ccc([N+](=O)[O-])cc2)NC(=O)N1 (centres undefined)	15.8	0.5	4.1	1.2
O=C(Nc1ccc2c(c1)OCO2)C1CCN(c2ccc(Nc3nccc4ccccc34)nn2)CC1	6.5	0.0	-8.3	4.8
CN(/N=C/c1cccc(Br)c1)C1=NS(=O)(=O)c2ccccc21	3.2	0.0	-5.2	-0.3

Screening results as filed in PubChem BioAssay.
